Bioassay records: PubChem BioAssay, NMMLSC
Rab7 wt modul: alters GTP binding to wildtype dog Rab7; GST-Rab7 beads, fluorescent GTP binding, flow cytometry; actives lie on both sides; untreated = 100%, excess cold GTP = 0%; GTP binding activity (percent of control), % at 10 µM; hit rate 0.055% among 190,000;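 active = fluorescent GTP binding to Rab7 beads changed by at least 20 points from the 100% baseline, either direction, mostly lower; inconclusive = compound itself probably fluorescent, or too few beads counted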;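 also: median green fluorescence of bound Bodipy-FL-GTP per Rab7 bead population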
Bim-Bcl-B: disrupts Bim peptide binding to human Bcl-B; Q9HD36; bead-based flow cytometry; inhibition, % at 10 µM; hit rate 0.073% among 190,000; AID 951;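 also: 0% = tracer peptide without compound and 100% = reference inhibitor peptide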
Target sequence (Q9HD36 whole entry, looked up): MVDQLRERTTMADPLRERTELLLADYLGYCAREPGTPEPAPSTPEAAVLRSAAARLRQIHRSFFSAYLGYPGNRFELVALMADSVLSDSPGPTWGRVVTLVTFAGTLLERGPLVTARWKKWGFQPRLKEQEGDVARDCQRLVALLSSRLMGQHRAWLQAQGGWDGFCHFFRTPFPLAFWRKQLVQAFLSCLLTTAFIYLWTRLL
Bcl-XL Bim block: disrupts Bim peptide binding to human Bcl-XL; Q07817; bead flow cytometry, fluorescence; inhibition, % at 10 µM; hit rate 0.04% among 190,000; AID 1007
Target sequence (Q07817 whole entry, looked up): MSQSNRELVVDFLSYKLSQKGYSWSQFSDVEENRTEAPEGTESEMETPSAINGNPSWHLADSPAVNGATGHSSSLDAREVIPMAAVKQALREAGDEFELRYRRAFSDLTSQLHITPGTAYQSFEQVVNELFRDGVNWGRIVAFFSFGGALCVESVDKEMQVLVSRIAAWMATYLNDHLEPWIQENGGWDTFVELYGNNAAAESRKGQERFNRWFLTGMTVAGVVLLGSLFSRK
Bfl-1 Bim block: human Bim-Bfl-1 interaction inhibition; Q16548; Bead-based flow cytometry, Bim-Bfl-1 binding inhibition; inhibition, % at 10 µM; hit rate 0.12% among 190,000; AID 1008;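 also: 0% = wells without compound plus tracer and 100% = blocker peptide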
HRas wt GTP bind: modulators of GTP binding to human HRas wildtype. hit rate 0.14% among 190,000. GST-Ras wt beads, Bodipy-FL-GTP binding, flow cytometry; actives lie on both sides. AID 759. GTP binding activity, % at 10 µM. P01112;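 active = GTP binding activity at least 20% away from the 100% baseline, either lowered as inhibitor or raised as activator; inconclusive = flagged as likely green fluorescent, judged across all proteins in the well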;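 also: 0% = unlabeled GTP competition control and 100% = no-compound control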
Target sequence (P01112 whole entry, looked up): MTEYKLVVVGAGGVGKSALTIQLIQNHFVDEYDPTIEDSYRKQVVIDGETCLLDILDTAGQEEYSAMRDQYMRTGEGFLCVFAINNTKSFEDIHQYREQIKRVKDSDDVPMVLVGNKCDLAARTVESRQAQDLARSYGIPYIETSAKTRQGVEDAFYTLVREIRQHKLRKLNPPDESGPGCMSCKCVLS
Bim-Bcl-W: human Bim-Bcl-W interaction inhibition; Q92843; bead-based flow cytometry, Bim peptide-Bcl-W binding; inhibition, % at 10 µM; hit rate 0.02% among 190,000; AID 952;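 also: 0% = bound tracer without compound and 100% = peptide blocker; higher means less fluorescent Bim peptide bound to Bcl-W beads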
Target sequence (Q92843 whole entry, looked up): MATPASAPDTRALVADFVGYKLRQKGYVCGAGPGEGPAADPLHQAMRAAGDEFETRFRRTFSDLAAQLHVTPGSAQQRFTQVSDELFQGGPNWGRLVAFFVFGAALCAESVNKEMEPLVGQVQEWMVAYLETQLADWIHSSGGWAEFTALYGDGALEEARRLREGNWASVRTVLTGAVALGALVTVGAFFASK
Cdc42 wt: human Cdc42 wildtype GTP binding change, either direction | GST-Cdc42 beads, Bodipy-GTP binding, flow cytometry; actives lie on both sides | percent activity (GTP binding), % at 10 µM | hit rate 0.2% among 190,000 | AID 761 | P60953;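 active = percent activity GTP binding at least 20 points away from the 100% baseline, either down as inhibitor or up as activator; inconclusive = compound flagged as likely green fluorescent from well-wide comparison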;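 also: median bead fluorescence of bound Bodipy-FL-GTP at 100 nM; 0% = excess unlabeled GTP control and 100% = no compound control; below 100% means less GTP binding so inhibitor and above means activator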
Target sequence (P60953 whole entry, looked up): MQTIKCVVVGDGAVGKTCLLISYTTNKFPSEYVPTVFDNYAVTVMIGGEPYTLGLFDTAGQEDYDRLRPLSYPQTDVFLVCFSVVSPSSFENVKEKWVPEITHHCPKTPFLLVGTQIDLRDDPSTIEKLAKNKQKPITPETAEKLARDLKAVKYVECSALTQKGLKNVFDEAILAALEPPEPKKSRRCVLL
Rac1 wt GTP bind: alters GTP binding to wildtype human Rac1 | hit rate 0.27% among 190,000 | AID 757 | GTP binding activity (% of control), % at 10 µM | GST-Rac1 beads, fluorescent GTP binding, flow cytometry; actives lie on both sides; 0 = cold GTP competed, 100 = untreated;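 active = GTP binding activity at least 20 points away from the 100% control level, either lower or higher; inconclusive = compound flagged as likely green fluorescent, judged across all proteins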
Bcl-2 Bim block: disrupts Bim peptide binding to human Bcl-2 | hit rate 0.06% among 190,000 | P10415 | inhibition, % at 10 µM | AID 950 | Bead-based flow cytometry, Bim peptide-Bcl-2 binding; in the data active = inhibition above about 40%; inconclusive = no clear call, values can overlap the other calls;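 also: 0% = no compound wells with probe peptide and 100% = reference peptide inhibitor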
Rab2 wt GTP: changes GTP binding to wildtype dog Rab2A, up or down; P61105; GST-Rab2 wt beads, Bodipy-GTP binding, flow cytometry; GTP binding activity, % at 10 µM; hit rate 0.19% among 190,000; AID 760;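 active = GTP binding activity at least 20 points away from 100%, either lowered or raised; inconclusive = signal likely due to the compound's own green fluorescence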;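 also: 0% = beads with excess unlabeled GTP and 100% = no-compound control corrected for plate trend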
Rac1 act GTP bind: human Rac1 activated mutant GTP binding change. P63000. AID 764. GST-Rac1 activated beads, fluorescent GTP binding, flow cytometry; actives lie on both sides; 100% means binding = to untreated wells. percent activity (GTP binding), % at 10 µM. hit rate 0.11% among 190,000;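 active = GTP binding at least 20 percentage points away from the 100% baseline, in either direction, so actives lie on both sides; inconclusive = Compound likely fluorescent itself, or too few beads counted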
* = called active by the depositor. Rule as the data show it, unless noted: active = inhibition above about 40%.

Screening O=C(CNC(=O)c1cccc(F)c1)OCc1cc(=O)n2cc(Br)ccc2n1 returned Rab7 wt modul 99, Bim-Bcl-B -5, Bcl-XL Bim block -9, Bfl-1 Bim block 0, HRas wt GTP bind 100, Bim-Bcl-W -2, Cdc42 wt 103, Rac1 wt GTP bind 103, Bcl-2 Bim block 0, Rab2 wt GTP 98 and Rac1 act GTP bind 102.
`Cc1nc(SCc2ccc(Cl)cc2)ncc1C(=O)O` gave Rab7 wt modul 107, Bim-Bcl-B -7, Bcl-XL Bim block -4, Bfl-1 Bim block -5, HRas wt GTP bind 98, Bim-Bcl-W -3, Cdc42 wt 96, Rac1 wt GTP bind 96, Bcl-2 Bim block -2, Rab2 wt GTP 99 and Rac1 act GTP bind 93.
For CCOc1ccc(-c2nnc(NC(=O)c3ccc(OCC(C)C)c(OC)c3)o2)cc1 the results were Rab7 wt modul 104, Bim-Bcl-B -4, Bcl-XL Bim block -4, Bfl-1 Bim block -5, HRas wt GTP bind 100, Bim-Bcl-W 2, Cdc42 wt 101, Rac1 wt GTP bind 101, Bcl-2 Bim block -7, Rab2 wt GTP 102 and Rac1 act GTP bind 99.
Cc1ccc(NC(=O)C2CC(=O)NC(N3CCCCC3)=N2)cc1Cl (stereo not given) was read as Rab7 wt modul 98, Bim-Bcl-B -2, Bcl-XL Bim block -2, Bfl-1 Bim block 0, HRas wt GTP bind 96, Bim-Bcl-W -2, Cdc42 wt 96, Rac1 wt GTP bind 94, Bcl-2 Bim block 0, Rab2 wt GTP 97 and Rac1 act GTP bind 98.
Screening COCCNC(=O)Cn1c(=O)n(Cc2ccco2)c(=O)c2ccccc21 returned Rab7 wt modul inconclusive, Bim-Bcl-B 0, Bcl-XL Bim block -2, Bfl-1 Bim block -1, HRas wt GTP bind inconclusive, Bim-Bcl-W -3, Cdc42 wt inconclusive, Rac1 wt GTP bind inconclusive, Bcl-2 Bim block -1, Rab2 wt GTP inconclusive and Rac1 act GTP bind inconclusive.
`CCCCN1C(=O)c2ccc(C(=O)Nc3cccc(C)c3C)cc2C1=O` gave Rab7 wt modul 105, Bim-Bcl-B -8, Bcl-XL Bim block -10, Bfl-1 Bim block -15, HRas wt GTP bind 102, Bim-Bcl-W 0, Cdc42 wt 104, Rac1 wt GTP bind 104, Bcl-2 Bim block -11, Rab2 wt GTP 102 and Rac1 act GTP bind 102.
`O=C(Cc1ccc(Cl)cc1)NN1C(=O)c2ccccc2C1=O` gave Rab7 wt modul 95, Bim-Bcl-B -11, Bcl-XL Bim block -7, Bfl-1 Bim block -14, HRas wt GTP bind 100, Bim-Bcl-W -5, Cdc42 wt 103, Rac1 wt GTP bind 100, Bcl-2 Bim block -5, Rab2 wt GTP 98 and Rac1 act GTP bind 100.
`CSCCC(NS(=O)(=O)c1ccc(Cl)cc1)C(=O)OCc1c(Cl)cccc1Cl` (stereo not given) gave Rab7 wt modul 98, Bim-Bcl-B -7, Bcl-XL Bim block -6, Bfl-1 Bim block -2, HRas wt GTP bind 100, Bim-Bcl-W -1, Cdc42 wt 98, Rac1 wt GTP bind 102, Bcl-2 Bim block -6, Rab2 wt GTP 99 and Rac1 act GTP bind 98.
`Cc1csc(NC(=O)C2CCCN(S(=O)(=O)c3cccnc3)C2)n1` (stereo not given) gave Rab7 wt modul 98, Bim-Bcl-B -1, Bcl-XL Bim block -3, Bfl-1 Bim block -5, HRas wt GTP bind 100, Bim-Bcl-W -3, Cdc42 wt 102, Rac1 wt GTP bind 99, Bcl-2 Bim block 0, Rab2 wt GTP 104 and Rac1 act GTP bind 99.
For Cc1ccccc1COC[C@H](CC(C)C)N1CCN(C(=O)c2cccc(C(F)(F)F)c2)CCC1=O the results were Rab7 wt modul 93, Bim-Bcl-B -7, Bcl-XL Bim block -1, Bfl-1 Bim block 0, HRas wt GTP bind 100, Bim-Bcl-W 0, Cdc42 wt 100, Rac1 wt GTP bind 99, Bcl-2 Bim block 0, Rab2 wt GTP 96 and Rac1 act GTP bind 98.
For CC1(C)CCCC2=C1CC1C(=O)N(c3ccccc3)C(=O)C1C2 (stereo not given) the results were Rab7 wt modul 102, Bim-Bcl-B -2, Bcl-XL Bim block -2, Bfl-1 Bim block -8, HRas wt GTP bind 101, Bim-Bcl-W -4, Cdc42 wt 102, Rac1 wt GTP bind 99, Bcl-2 Bim block -5, Rab2 wt GTP 102 and Rac1 act GTP bind 100.
For COc1ccc(CCNC(=O)[C@@H](NC(=O)c2ccccc2F)C(C)C)cc1OC the results were Rab7 wt modul 95, Bim-Bcl-B -1, Bcl-XL Bim block 0, Bfl-1 Bim block -5, HRas wt GTP bind 96, Bim-Bcl-W 1, Cdc42 wt 95, Rac1 wt GTP bind 97, Bcl-2 Bim block 0, Rab2 wt GTP 97 and Rac1 act GTP bind 96.
Screening COc1cccc(-n2c(-c3cccc(S(=O)(=O)N(C)C)c3)n[nH]c2=S)c1 returned Rab7 wt modul 106, Bim-Bcl-B -30, Bcl-XL Bim block -2, Bfl-1 Bim block 7, HRas wt GTP bind 98, Bim-Bcl-W 3, Cdc42 wt 99, Rac1 wt GTP bind 98, Bcl-2 Bim block 1, Rab2 wt GTP 99 and Rac1 act GTP bind 94.
`O=C(NCCN1CCOCC1)C(=O)NCC1CCCO1` (stereo not given) gave Rab7 wt modul 98, Bim-Bcl-B -1, Bcl-XL Bim block -3, Bfl-1 Bim block 0, HRas wt GTP bind 102, Bim-Bcl-W -3, Cdc42 wt 99, Rac1 wt GTP bind 106, Bcl-2 Bim block -3, Rab2 wt GTP 101 and Rac1 act GTP bind 101.
Nc1nc(SCC(=O)Nc2ccccc2C(F)(F)F)[nH]c(=O)c1-c1ccccc1 was read as Rab7 wt modul 95, Bim-Bcl-B 0, Bcl-XL Bim block 0, Bfl-1 Bim block -3, HRas wt GTP bind 93, Bim-Bcl-W 2, Cdc42 wt 94, Rac1 wt GTP bind 97, Bcl-2 Bim block 0, Rab2 wt GTP 94 and Rac1 act GTP bind 95.
O=C(CNC(=O)c1ccco1)OCc1c(F)cccc1Cl was read as Rab7 wt modul 97, Bim-Bcl-B 0, Bcl-XL Bim block -4, Bfl-1 Bim block -2, HRas wt GTP bind 99, Bim-Bcl-W -1, Cdc42 wt 99, Rac1 wt GTP bind 100, Bcl-2 Bim block 0, Rab2 wt GTP 98 and Rac1 act GTP bind 98.
`O=C(CNc1cc(S(=O)(=O)N2CCOCC2)ccc1N1CCCC1)NCc1ccco1` gave Rab7 wt modul 98, Bim-Bcl-B -4, Bcl-XL Bim block -2, Bfl-1 Bim block -2, HRas wt GTP bind 94, Bim-Bcl-W 2, Cdc42 wt 93, Rac1 wt GTP bind 94, Bcl-2 Bim block 1, Rab2 wt GTP 94 and Rac1 act GTP bind 92.
For CCOC(=O)c1cc2cc(-c3c(C(=O)OCC)oc4cc(O)cc(O)c4c3=O)ccc2o1 the results were Rab7 wt modul 104, Bim-Bcl-B -2, Bcl-XL Bim block -1, Bfl-1 Bim block -2, HRas wt GTP bind 101, Bim-Bcl-W -2, Cdc42 wt 99, Rac1 wt GTP bind 100, Bcl-2 Bim block -4, Rab2 wt GTP 99 and Rac1 act GTP bind 98.
`COc1ccc(C(O)c2nccn2C)cc1` (stereo not given) gave Rab7 wt modul 106, Bim-Bcl-B -2, Bcl-XL Bim block -1, Bfl-1 Bim block -4, HRas wt GTP bind 106, Bim-Bcl-W 2, Cdc42 wt 105, Rac1 wt GTP bind 104, Bcl-2 Bim block -4, Rab2 wt GTP 106 and Rac1 act GTP bind 102.
`O=C(NC(=S)N1CCN(c2c(Cl)cccc2[N+](=O)[O-])CC1)c1cccs1` gave Rab7 wt modul 92, Bim-Bcl-B -11, Bcl-XL Bim block 7, Bfl-1 Bim block -5, HRas wt GTP bind 93, Bim-Bcl-W -2, Cdc42 wt 92, Rac1 wt GTP bind 90, Bcl-2 Bim block -13, Rab2 wt GTP 94 and Rac1 act GTP bind 92.
For c1ccc(CNc2ccc(CNc3ncn[nH]3)cc2)cc1 the results were Rab7 wt modul 102, Bim-Bcl-B -2, Bcl-XL Bim block -2, Bfl-1 Bim block 0, HRas wt GTP bind 103, Bim-Bcl-W -3, Cdc42 wt 100, Rac1 wt GTP bind 106, Bcl-2 Bim block 2, Rab2 wt GTP 102 and Rac1 act GTP bind 98.
For COc1c(Cl)cc(C(=O)NN)cc1Cl the results were Rab7 wt modul 98, Bim-Bcl-B -6, Bcl-XL Bim block -4, Bfl-1 Bim block -7, HRas wt GTP bind 96, Bim-Bcl-W -3, Cdc42 wt 96, Rac1 wt GTP bind 101, Bcl-2 Bim block -1, Rab2 wt GTP 98 and Rac1 act GTP bind 98.
For COc1ccc(N2CCN(CCNC(=O)C3CCN(S(=O)(=O)c4cccs4)CC3)CC2)cc1 the results were Rab7 wt modul 99, Bim-Bcl-B -4, Bcl-XL Bim block -2, Bfl-1 Bim block 0, HRas wt GTP bind 97, Bim-Bcl-W -2, Cdc42 wt 95, Rac1 wt GTP bind 97, Bcl-2 Bim block 0, Rab2 wt GTP 99 and Rac1 act GTP bind 99.
Cc1cccc(N2CCN(C(=O)NCc3ccc(Cl)cc3)CC2)c1 was read as Rab7 wt modul 96, Bim-Bcl-B -9, Bcl-XL Bim block -7, Bfl-1 Bim block -2, HRas wt GTP bind 99, Bim-Bcl-W -8, Cdc42 wt 101, Rac1 wt GTP bind 102, Bcl-2 Bim block 0, Rab2 wt GTP 96 and Rac1 act GTP bind 98.
Screening COc1ccc(C2=Nn3c(nnc3-c3ccco3)SC2)cc1OC returned Rab7 wt modul inconclusive, Bim-Bcl-B 26, Bcl-XL Bim block 44*, Bfl-1 Bim block 8, HRas wt GTP bind inconclusive, Bim-Bcl-W 29, Cdc42 wt inconclusive, Rac1 wt GTP bind inconclusive, Bcl-2 Bim block 14, Rab2 wt GTP inconclusive and Rac1 act GTP bind inconclusive.
CCc1cccc2c3c([nH]c12)C(CC)(CC(=O)O)OCC3 (stereo not given) was read as Rab7 wt modul 96, Bim-Bcl-B -5, Bcl-XL Bim block -6, Bfl-1 Bim block -3, HRas wt GTP bind 99, Bim-Bcl-W -3, Rac1 wt GTP bind 104, Bcl-2 Bim block -1, Rab2 wt GTP 101 and Rac1 act GTP bind 96.
For CC(C)(C)NC(=O)c1ccc2c(c1)N(CC(=O)N1CCN(c3ccc(F)cc3)CC1)C(=O)C(C)(C)O2 the results were Rab7 wt modul 106, Bim-Bcl-B -4, Bcl-XL Bim block -2, Bfl-1 Bim block -1, HRas wt GTP bind 108, Bim-Bcl-W -2, Cdc42 wt 109, Rac1 wt GTP bind 109, Bcl-2 Bim block -1, Rab2 wt GTP 109 and Rac1 act GTP bind 104.
